Assay outcomes (PubChem BioAssay)
ATG4B inh: ATG4B protease inhibitors, primary screen, biochemical, fluorescence, uHTS; Cysteine protease ATG4B (Homo sapiens), Q9Y4P1; ATG4B cleavage of LC3-PLA2, NBD-HPC fluorescence, 1 h; inhibition, % at 8.33 µM; 340,000 tested, 0.51% active; AID 504462, 2011; in the data active = inhibition above about 40%
Target sequence (Q9Y4P1 whole entry, looked up): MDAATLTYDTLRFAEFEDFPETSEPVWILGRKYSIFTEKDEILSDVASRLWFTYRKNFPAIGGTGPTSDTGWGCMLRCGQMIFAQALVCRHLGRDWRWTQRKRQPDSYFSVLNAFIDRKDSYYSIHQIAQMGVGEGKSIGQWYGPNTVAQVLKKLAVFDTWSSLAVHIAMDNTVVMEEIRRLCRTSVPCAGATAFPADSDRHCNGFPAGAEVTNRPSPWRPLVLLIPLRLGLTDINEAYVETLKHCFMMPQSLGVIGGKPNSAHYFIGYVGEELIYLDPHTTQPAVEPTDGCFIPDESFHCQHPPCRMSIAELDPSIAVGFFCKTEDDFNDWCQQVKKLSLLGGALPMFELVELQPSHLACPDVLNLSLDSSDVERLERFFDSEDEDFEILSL
HKDC1 inhibitor: HKDC1 hexokinase inhibitors, primary screen, biochemical, fluorescence, uHTS; recombinant HKDC1, G6PDH/diaphorase resazurin coupled fluorescence; 340,000 tested, 0.16% active; inhibition, % at 20 µM;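 active = inhibition above about 35% when tested at 20 µM, limit read from the data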;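 note: plate controls were DMSO wells with enzyme for no effect and DMSO wells lacking enzyme for full effect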
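Material: recombinant HKDC1 hexokinase; Amount: HKDC1 at 5 µg/mL; Medium: Tris pH 8.0 buffer with MgCl2, Tween-20, BSA, BME; Schedule: 90 min reaction incubation at room temperature, dark; Technique: coupled resazurin fluorescence, excitation 525 nm, emission 613 nm.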
hIAP inh: human IAP inhibitors, primary screen, biochemical, luminescence, uHTS | inhibition, % at 10 µM | purified IAP, CDP-Star luminescence, 30 min | 330,000 tested, 0.12% active;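 active = inhibition reaching a set limit with compound at 10 µM in the primary screen, cut at about 35% in these data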;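 note: plate controls were DMSO wells with enzyme for no effect and no-enzyme buffer wells for full effect; values of inactives mirror those of a sister screen read the other way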
PfGluPho inh: PfG6PD enzyme inhibitors, primary screen, biochemical, fluorescence intensity, uHTS; PfGluPho enzyme, NADPH resazurin-diaphorase fluorescence; inhibition, % at 20 µM; 350,000 tested, 0.78% active;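 active = inhibition reaching at least a set limit at 20 µM in the primary screen, cut at about 59% in these data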;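 note: 0% = DMSO wells with substrate and 100% = DMSO wells lacking glucose-6-phosphate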
mIAP act: activators of mouse IAP, primary screen, biochemical, luminescence, uHTS; muIAP, CDP-Star luminescence, 30 min; stronger effect = higher value; 1 = vehicle-only enzyme signal, 0 = enzyme-free wells; 330,000 tested, 0.24% active; activation factor at 10 µM; intestinal alkaline phosphatase [Mus musculus]; AID 2805, 2010;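 active = activation factor of at least 2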; note: the source names both 10 and 20 µM as test concentration; values of inactives mirror those of a sister screen read the other way
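System: mouse IAP enzyme. Reagent: CDP-Star chemiluminescent phosphatase substrate. Benchmarks: DMSO wells, no-enzyme wells. Times: 30 min enzyme-substrate-compound incubation at room temperature. Detection: luminescence from enzymatic CDP-Star hydrolysis. Doses: test compounds delivered from DMSO solution.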
mIAP block: inhibitors of mouse IAP, primary screen, biochemical, luminescence, uHTS; AID 2806, 2010; inhibition, % at 10 µM; purified mouse IAP, CDP-Star luminescence, 30 min; intestinal alkaline phosphatase [Mus musculus]; 330,000 tested, 0.2% active;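 active = inhibition of at least 40% at 10 µM in the primary screen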;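 note: plate controls were DMSO with enzyme for no effect and no enzyme wells for full effect; values of inactives mirror those of a sister screen read the other way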
hIAP activ: human IAP activators, primary screen, biochemical, luminescence, uHTS | Intestinal-type alkaline phosphatase (Homo sapiens), P09923 | purified human IAP, CDP-Star luminescence, 30 min; stronger effect = higher value; 1 = vehicle-only enzyme, 0 = enzyme-free background | activation factor at 10 µM | 330,000 tested, 0.16% active;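 active = activation factor of the enzyme at least 2-fold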; note: the source names both 10 and 20 µM as test concentration; values of inactives mirror those of a sister screen read the other way
APOBEC3A inh: APOBEC3A ssDNA deaminase inhibitors, primary screen, selectivity assay for APOBEC3G inhibitor project, biochemical, FAM/TAMRA oligo cleavage fluorescence; DNA dC->dU-editing enzyme APOBEC-3A (Homo sapiens), P31941; recombinant A3A, FAM/TAMRA ssDNA deamination fluorescence; inhibition, % at 20 µM; 330,000 tested, 0.41% active;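 active = at least 40% inhibition at 20 µM here, with at most 30% in a related deaminase screen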;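 note: plate controls were A3A with DMSO for no effect and wells lacking A3A enzyme for full effect; some results filed as inactive read as strong as hits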
Target sequence (P31941 whole entry, looked up): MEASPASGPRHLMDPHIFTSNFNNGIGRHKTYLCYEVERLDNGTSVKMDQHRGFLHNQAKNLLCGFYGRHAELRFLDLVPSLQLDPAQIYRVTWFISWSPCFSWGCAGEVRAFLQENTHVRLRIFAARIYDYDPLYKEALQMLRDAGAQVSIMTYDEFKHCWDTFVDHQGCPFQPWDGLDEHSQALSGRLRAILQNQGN
* = called active by the depositor.

ATG4B inh	HKDC1 inhibitor	hIAP inh	PfGluPho inh	mIAP act	mIAP block	hIAP activ	APOBEC3A inh	mol
10	-4	4	-2	1.1	-10	0.96	0	Cc1ccc(NC(=O)C2CCN(C(=O)c3ccc(Cl)cc3)CC2)nc1
-5	4	8	-13	0.92	8	0.92	43*	COc1cc(C(CC(=O)N2CCCC2)c2c(OC)cc(OC)c3c(-c4ccccc4)cc(=O)oc23)cc(OC)c1OC (stereo not given)
11	-5	-26	-23	0.93	7	1.3	5	Cc1ccc(S(=O)(=O)/N=C(/Nc2cccc(C(=O)O)c2)c2ccccc2)cc1
-22	3	3	6	0.95	5	0.97	31	O=C(CCN1C(=O)NC2(CCCC2)C1=O)Nc1ccc(-c2nc3ccccc3s2)cc1
5	-2	5	-19	0.95	5	0.95	-2	CCOc1ccc(Cn2nnc(C(=O)NCCc3ccccc3)c2N)cc1
-8	0	-2	4	1.1	-10	1	0	C=CCN(C(=O)CNC(=O)c1ccco1)C(C(=O)NC1CCCCC1)c1ccc(F)cc1 (stereo not given)
0	-2	12	-28	0.98	2	0.88	-2	CCc1ccc(OCCCC(=O)Nc2ccc(S(=O)(=O)Nc3cc(C)nc(C)n3)cc2)cc1
-9	-11	1	7	1.1	-14	0.99	2	CCC(C)N(C(=O)COc1ccc(NC(C)=O)cc1)C1CCS(=O)(=O)C1 (stereo not given)
-7	0	3	-5	1	-3	0.97	4	CCOc1ccc(NC(=O)Nc2cccs2)cc1
2	-6	-19	-12	1	-4	1.2	3	COC(=O)/C(=C/c1cccnc1)NC(=O)c1ccccc1
-7	-6	-3	10	1.1	-7	1	2	CCOC(=O)c1[nH]c2c(c1C)C(=O)CC(c1ccc(OC)c(OC)c1)C2 (stereo not given)
2	14	3	4	0.78	22	0.97	-159	CCCCCCc1cc2cc(-c3nnc(-c4cc(OC)c(OC)c(OC)c4)o3)c(=O)oc2cc1O
16	2	-5	-16	1	-2	1.1	2	CCOc1ccc(C(=O)NNC2CC(=O)N(Cc3ccc(Cl)cc3)C2=O)cc1OC (stereo not given)
-7	-1	-7	9	0.9	10	1.1	-4	CC(C)N(Cc1ccccc1)C(=O)CN1C(=O)COc2ccc(S(=O)(=O)N3CCCCCC3)cc21
0	-10	2	-8	0.9	10	0.98	0	O=C(CSc1ccc(-c2ccccn2)nn1)Nc1nccs1
-27	-8	1	17	0.9	10	0.99	1	CCN(CC)S(=O)(=O)c1ccc(-c2nnc(SCC(=O)Nc3nc(C)cs3)o2)cc1
-6	0	0	8	0.95	5	1	-3	O=C(NC1CCCCCCC1)c1ccc2c(c1)OCO2
-7	-4	-26	26	0.77	23	1.3	5	Cn1c(SCC(=O)N/N=C/c2ccc([N+](=O)[O-])s2)nnc1-c1ccc(Cl)cc1
-14	-14	-5	1	0.9	10	1.1	2	COc1c(C)cc(C(=O)C2CCCN(Cc3cccc4nccnc34)C2)cc1C (stereo not given)
-6	-9	-11	2	0.98	2	1.1	3	Cc1ccc(S(=O)(=O)NCc2c(-c3ccccc3)c3cc(Cl)ccc3[nH]c2=O)cc1
0	-5	18	9	1.1	-10	0.82	3	O=C(O)c1ccc(Nc2cc(Cl)c3nonc3c2[N+](=O)[O-])cc1
-4	-7	2	9	1	-2	0.98	3	O=C(O)CCCN=Cc1c(O)c2ccccc2oc1=O
5	2	-37	6	1.1	-8	1.4	-3	Cc1cccc(-n2ccnc2SCC(=O)Nc2nccs2)c1
2	-15	13	7	0.91	9	0.87	-1	COc1ccc(OCCCC(=O)Oc2ccc(OC)cc2)cc1
8	8	5	-11	0.92	8	0.95	2	CC(=O)OC(C(=O)NC1CCCCC1)c1ccccc1Cl (stereo not given)
-4	9	9	5	0.97	3	0.91	-2	N#C/C(=C\c1cccnc1)C(=O)Nc1cccc(Cl)c1
-13	-6	-3	7	1.1	-5	1	-3	COc1cccc(NC(=O)CN(C)CC(=O)Nc2ccc3c(c2)CCC3)c1
-13	-7	3	8	1.1	-6	0.97	-1	COc1ccc(OCCN2CCN(C(=O)c3ccc(OC)c(OC)c3)CC2)cc1
-4	4	-24	5	1	0	1.2	-1	N#Cc1c(N)nc2c(c1-c1cccs1)CCCC2
-4	2	-1	8	0.96	4	1	4	C#CCOCCOCCOCCNc1nc(N2CCN(C(=O)[C@H](CCCCN)n3cc([C@@H](N)C(C)CC)nn3)CC2)nc(N2CCN(C(=O)[C@H](Cc3ccc(O)cc3)n3cc([C@@H](N)C(C)CC)nn3)CC2)n1 (stereo not given in full)
-2	-3	20	5	0.95	5	0.8	11	O=C(Nc1ccc(NS(=O)(=O)c2ccc([N+](=O)[O-])cc2)cc1)c1ccco1
6	-3	-11	-16	1	-1	1.1	-4	CCOc1ccc(NC(=O)N[C@@H](CCSC)C(=O)OC)cc1
12	-10	-1	-19	0.99	0	1	-3	Cc1nc2nc[nH]n2c(=O)c1CC(=O)O
2	-19	4	-24	1	-5	0.96	-4	COc1ccc(CONc2ncnc3nonc23)cc1[N+](=O)[O-]
4	0	-16	-8	0.97	3	1.2	-5	CC(C)NC(=O)COc1ccc(S(=O)(=O)N2CCCC2)cc1
-1	-11	18	10	1	-4	0.82	-3	CCCS(=O)(=O)N1CCN(Cc2ccccc2C(F)(F)F)CC1
6	-1	9	2	1.1	-5	0.91	-3	CSc1ccc(CN(C)CC(=O)NCCc2ccccc2)cc1
-1	-2	-20	13	0.97	3	1.2	-2	Cc1ccc(S(=O)(=O)N2CCCCC2C(=O)NCc2ccco2)cc1 (stereo not given)
-5	3	-15	-3	0.98	2	1.1	-2	CCCSC1=C(C#N)C(c2cccnc2)C(C(=O)OCC)=C(c2ccccc2)N1 (stereo not given)
6	10	7	-15	0.86	14	0.93	-2	CCN1CCCC1CNCc1cccc(OC)c1OCc1ccccc1 (stereo not given)
4	-3	8	-1	0.99	1	0.92	-1	CCOC(=O)c1ccccc1NC(=O)COC(=O)c1c(CC)noc1C
6	8	11	5	1.1	-10	0.89	-4	Cc1ccccc1CNC(=O)Cc1ccccc1[N+](=O)[O-]
7	1	12	9	1.1	-7	0.88	-1	COc1cccc(SCC2CSc3nc4ccccc4c(=O)n32)c1 (stereo not given)
3	1	21	2	1	-2	0.79	-1	Cc1ccc(C(=O)NCC(c2ccco2)N2CCCCC2)s1 (stereo not given)
-5	2	3	8	1.1	-10	0.97	8	N#CC1=C(SCc2ccccc2)NC(=O)CC1c1ccc(O)cc1 (stereo not given)
30	-9	-6	16	0.92	8	1.1	-4	O=C(COC(=O)/C=C/c1ccccc1Cl)NCCc1ccc(Cl)cc1Cl
9	6	7	-6	0.95	5	0.93	2	COc1cc(/C=C/C(=O)O)cc(S(=O)(=O)Nc2ccccc2Cl)c1OC
-6	-4	-11	-19	1.1	-6	1.1	0	Cc1c(C(=O)O)oc2ccc(S(=O)(=O)NCc3ccc4c(c3)OCO4)cc12
-12	-3	-16	-2	0.97	3	1.2	3	COc1ccc(CCNC(=O)c2cccc3c2C(=O)N(C2CCCCC2)C3)cc1OC
1	2	22	5	0.99	1	0.78	1	CCCN1CCc2c(sc3nc(SC)n(-c4ccccc4)c(=O)c23)C1
30	5	-9	20	1.2	-24	1.1	3	COc1ccc(N(CC(=O)Nc2cc(Cl)ccc2C)S(=O)(=O)c2c(C)noc2C)cc1
-1	-2	-6	10	0.95	5	1.1	-5	CSCCC(NC(=O)COc1ccccc1)C(=O)N(C)Cc1cccc(F)c1 (stereo not given)
4	-3	9	-4	1	0	0.91	1	CCOC(=O)COc1cc([N+](=O)[O-])cc2cccnc12
-5	-11	-9	-3	0.93	7	1.1	-1	C=CC[C@H](CC(=O)OC(C)(C)C)C(=O)OC[C@@H]1CCCN1C(=O)[C@@H](CC=C)CC(=O)NCCO
4	0	-2	-14	1	-3	1	-1	CC(C)N1C(=O)C(O)(C2COC(C)(C)CC2=O)c2ccccc21 (stereo not given)
-7	-1	-4	11	1.1	-14	1	0	Cc1cccc(N2CCN(C(=O)c3ccc4ccccc4c3)CC2C)c1 (stereo not given)

Fetched one by one from the list above:
ATG4B inh	HKDC1 inhibitor	hIAP inh	PfGluPho inh	mIAP act	mIAP block	hIAP activ	APOBEC3A inh	mol
6	8	11	5	1.1	-10	0.89	-4	Cc1ccccc1CNC(=O)Cc1ccccc1[N+](=O)[O-]
6	-1	9	2	1.1	-5	0.91	-3	CSc1ccc(CN(C)CC(=O)NCCc2ccccc2)cc1
6	-3	-11	-16	1	-1	1.1	-4	CCOc1ccc(NC(=O)N[C@@H](CCSC)C(=O)OC)cc1
3	1	21	2	1	-2	0.79	-1	Cc1ccc(C(=O)NCC(c2ccco2)N2CCCCC2)s1 (stereo not given)
8	8	5	-11	0.92	8	0.95	2	CC(=O)OC(C(=O)NC1CCCCC1)c1ccccc1Cl (stereo not given)

Remaining list, next part
ATG4B inh	HKDC1 inhibitor	hIAP inh	PfGluPho inh	mIAP act	mIAP block	hIAP activ	APOBEC3A inh	mol
-4	-9	6	-7	0.94	6	0.94	-1	COCc1cc(/C=N\NC(=O)c2ccc(Cl)cc2)ccc1OC
-2	6	12	6	1	-2	0.88	-2	COc1ccccc1C(=O)NCCC(=O)Nc1cccc(S(=O)(=O)N2CCCC2)c1
15	-3	14	-4	1.1	-9	0.86	-1	O=C(C1CCCN(S(=O)(=O)c2cccc3nonc23)C1)N1CCN(c2ccccc2Cl)CC1 (stereo not given)
5	-10	2	5	0.93	7	0.98	-2	CCOC(=O)N1CCN(Cc2nc(CC3CC3)no2)CC1
-2	-8	-7	-7	1.2	-21	1.1	1	O=C(Nc1cccc(S(=O)(=O)N2CCOCC2)c1)C1CCCN(C(=O)c2ccc(Cl)cc2)C1 (stereo not given)
-18	-4	-1	-13	1	-2	1	0	CCCCC(O)CN1CCC(c2ccccc2)CC1 (stereo not given)
7	0	13	8	0.98	2	0.87	3	Cc1ccc2cc(C)c3nnc(SCC(=O)c4cccs4)n3c2c1C
-2	2	5	19	1.1	-6	0.95	-1	Cc1ccccc1C(=O)Nc1cccc(N)c1
6	17	4	8	1	-4	0.96	-3	CN(C(=O)c1ccc(S(=O)(=O)c2cccc(Cl)c2)c([N+](=O)[O-])c1)C1CCCCC1
-1	-8	12	-7	0.92	8	0.89	-1	C#CCNC(=O)C1=C[C@H](c2ccccc2)[C@@H](CCCO)[C@H](OCC)O1
0	0	-3	-18	1	0	1	-1	Cc1cc(C)n(-c2ccc(F)cc2)c(=O)c1C(=O)O
-5	-1	4	-6	0.96	4	0.96	0	Cc1ccccc1NS(=O)(=O)c1ccc(C(=O)NCC2CCCO2)cc1 (stereo not given)
-7	-3	10	-6	0.94	6	0.9	-2	CC1CCN(C(=O)CN(c2ccc(Cl)c(C(F)(F)F)c2)S(C)(=O)=O)CC1
-3	-12	-25	10	0.98	2	1.3	3	O=C(CC1C(=O)NCCN1Cc1c(F)cccc1Cl)NCCCN1CCCC1=O (stereo not given)

Random draw from the library; about 2.4% have a hit in one of these screens.
